Bioassay records: PubChem BioAssay, National Center for Advancing Translational Sciences (NCATS)
PTHR1 agonist = qHTS for PTHR1 Agonists: Primary Screen; Parathyroid hormone/parathyroid hormone-related peptide receptor (Homo sapiens), Q03431; Potency, µM (titrated, usually from 115 µM), for the others: top-dose activation, hits mostly activators; actives 0.075% (n = 410,000); HEK293 GP2 PTHR1 cells, GloSensor cAMP luminescence, 1 h; further: potency means the concentration at half of the fitted maximal effect; nearly all actives have a fitted effect of over 55% in size; some results filed as inactive show a strong effect at the top dose; inactives centre near -15; many of its hits are not listed in these tables
Target sequence (Q03431 whole entry, looked up): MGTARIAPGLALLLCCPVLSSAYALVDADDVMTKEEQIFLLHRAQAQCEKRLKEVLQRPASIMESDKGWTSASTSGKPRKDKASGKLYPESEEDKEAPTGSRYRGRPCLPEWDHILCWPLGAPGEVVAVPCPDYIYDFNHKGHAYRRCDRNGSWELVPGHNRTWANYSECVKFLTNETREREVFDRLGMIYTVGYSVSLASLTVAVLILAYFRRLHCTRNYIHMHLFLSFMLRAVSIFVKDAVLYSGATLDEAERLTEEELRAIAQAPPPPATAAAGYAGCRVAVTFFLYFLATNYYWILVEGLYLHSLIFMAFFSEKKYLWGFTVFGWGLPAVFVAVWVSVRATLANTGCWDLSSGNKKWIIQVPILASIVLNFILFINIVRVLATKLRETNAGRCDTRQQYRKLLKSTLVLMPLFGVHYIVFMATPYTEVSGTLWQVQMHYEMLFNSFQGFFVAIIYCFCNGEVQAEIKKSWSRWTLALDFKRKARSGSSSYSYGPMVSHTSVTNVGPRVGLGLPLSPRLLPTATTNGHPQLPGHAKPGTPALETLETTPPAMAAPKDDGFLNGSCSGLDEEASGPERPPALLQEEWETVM
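HEK-293-derived GP2 cells expressing PTHR1 and a GloSensor cAMP reporter, 3,000/well, plated overnight, given luciferin plus IBMX (each 0.5 mM as added) for 1 h at 37 °C, then compound for 1 h at 37 °C. Luminescence was read after 15 min at room temperature.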
FUS yeast rescue = qHTS for Suppressors of FUS Proteinopathy: Primary screen using FUS-linked yeast assay | S. cerevisiae FUS-expressing, growth rescue, OD600, 24 h | Potency, µM (highest dose often 76.6 µM), for the others: at the highest dose growth rescue (activation), most hits filed as activators | actives 0.24% (n = 390,000) | AID 1347120, 2019;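 further: potency means the concentration at half of the fitted maximal effect; plate controls were DMSO vehicle for no effect and reference control for full effect; nearly all actives have a fitted effect of over 55% in size; some results filed as inactive show a strong effect at the top dose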
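Yeast expressing FUS under galactose induction, OD 0.005 in 2% galactose medium; compounds in a dilution series, 24 h at 30C. Growth rescue by absorbance at 600 nm; CP55940 positive control, DMSO negative.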
pAkt inh = HTS Assay for Inhibitors of Akt Phophorylation: Primary Screen | Neuro2A IGF-stimulated pAkt S473 HTRF, 20 min; active compounds read low | activity change, % for hits at 50 µM | actives 0.32% (n = 360,000); in the data active means activity change below about -80%; inconclusive means mostly about -51% to -80%; further: on the % scale 0 is the no-effect control and ±100 the full control effect
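Neuro2A cells (4,500/well, DMEM with 0.5% FBS) were treated with compound at a single 50 µM final concentration, stimulated with 6 nM IGF for 20 min at 37 °C, and lysed. Phospho-Akt Ser473 was read by HTRF as 665/615 ratio ×10^4.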
Abeta yeast res = qHTS for compounds that reverse cellular toxicity of Amyloid beta (A-beta) peptide in yeast: Primary Screen | Potency, µM (series often up to 46.1 µM), for the others: at the highest dose growth rescue, hits mostly activators | actives 0.063% (n = 410,000) | yeast expressing A-beta42, growth rescue, OD600, 48 h; response scale: 0% DMSO, 100% iron-clioquinol control | AID 1347071, 2019; further: potency means the concentration at half of the fitted maximal effect; nearly all actives have a fitted effect of over 55% in size
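Yeast A-beta toxicity model in growth medium with pinned compounds, 48 h at 30 C; growth read as absorbance at 600 nm. Normalized to FeCl3/clioquinol equimolar mix (positive) and DMSO (negative).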
TDP43 rescue = qHTS of TDP-43 Inhibitors | AID 652104, 2013 | TDP-43 expressing yeast growth rescue, BacTiter-Glo, 24 h | actives 1.8% (n = 410,000) | Potency, µM (highest dose often 46.1 µM), inactives show top-dose growth rescue (activation), hits mostly activators; further: potency means the concentration at half of the fitted maximal effect; % of control where 0% means no effect; nearly all actives have a fitted effect of over 50% in size
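Yeast cells expressing TDP-43 under galactose induction are exposed to compounds for 24 hr at 30 deg C. BacTiter-Glo luminescence measures growth, so protective compounds score as activators.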
GLP1R inv ag = qHTS of GLP-1 Receptor Inverse Agonists (Inhibition Mode); Glucagon-like peptide 1 receptor (Homo sapiens), P43220; HEK293 GLP-1R CRE-luciferase, luminescence, 24 h; GLP-1R form is constitutively active; Potency, µM (series often up to 38.3 µM), for the others: at the top dose activity change, negative = inhibition, hits mostly inhibitors; actives 1.6% (n = 410,000); further: potency means the concentration at half of the fitted maximal effect; on the % scale 0 is the no-effect control and ±100 the full control effect; nearly all actives have a fitted effect of over 55% in size
Target sequence (P43220 whole entry, looked up): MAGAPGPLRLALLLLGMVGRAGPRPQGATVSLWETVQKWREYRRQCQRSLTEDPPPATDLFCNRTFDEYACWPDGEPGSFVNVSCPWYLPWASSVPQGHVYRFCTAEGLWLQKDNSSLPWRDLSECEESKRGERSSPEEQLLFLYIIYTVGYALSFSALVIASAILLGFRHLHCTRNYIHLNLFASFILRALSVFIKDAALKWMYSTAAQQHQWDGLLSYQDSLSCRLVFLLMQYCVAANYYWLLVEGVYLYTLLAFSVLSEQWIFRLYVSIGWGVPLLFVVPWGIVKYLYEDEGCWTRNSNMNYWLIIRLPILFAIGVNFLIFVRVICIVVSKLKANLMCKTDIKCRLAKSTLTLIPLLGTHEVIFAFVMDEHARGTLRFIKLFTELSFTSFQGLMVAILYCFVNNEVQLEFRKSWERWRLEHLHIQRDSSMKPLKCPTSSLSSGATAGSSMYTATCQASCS
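Luminescence readout: a drop in cAMP-driven luciferase signal flags inverse agonism at a constitutively active GLP-1R stably expressed in HEK293. Compound exposure lasted 24 hr at 37 deg C, 5% CO2.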
MmCpn inh = Inhibitors of TCP-1 ring complex (TRiC) of Methanococcus maripaludis (MmCpn): qHTS; AID 504842, 2011; Potency, µM (doses to about 76.9 µM), inactives show top-dose activity, negative = inhibition, actives largely listed as inhibitors; Chaperonin Mm-Cpn (Methanococcus maripaludis); actives 0.031% (n = 330,000); purified Mm-Cpn ATPase, ADP Transcreener TR-FRET; further: potency means the concentration at half of the fitted maximal effect; on the % scale 0 is the no-effect control and ±100 the full control effect; nearly all actives have a fitted effect of over 80% in size
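ATPase turnover read by TR-FRET ADP competition (Eu cryptate antibody/ADP-d2, 665/590 nm): 10uM ATP final, 25nM Mm-CPN final, 30 min 37degC after 10-min compound preincubation, pH 7.4 Tris/KCl/MgCl2/DTT buffer.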
aSyn rescue = qHTS of alpha-syn Inhibitors | actives 0.14% (n = 370,000) | Potency, µM (highest dose often 46.1 µM), inactives show at the highest dose growth rescue (activation), most hits filed as activators | Yeast expressing alpha-synuclein, growth rescue, BacTiter-Glo, 24 h | AID 652106, 2013; further: potency means the concentration at half of the fitted maximal effect; % of control where 0% means no effect; nearly all actives have a fitted effect of over 65% in size
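Readout is rescue of growth in alpha-synuclein-expressing yeast, so inhibitors of toxicity appear as activators. Growth after 24 hr at 30 deg C in galactose medium is quantified by luminescence.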
GLP1R cytotox = qHTS of GLP-1 Receptor Inverse Agonists: Cytotox Screen. actives 0.13% (n = 410,000). HEK293 cAMP-luciferase reporter cells, luminescence, 24 h. Potency, µM (highest dose often 38.3 µM), for the others: top-dose activity change, negative = inhibition, hits mostly inhibitors. AID 624418, 2012;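 further: loss of luciferase light is scored as toxicity; potency means the concentration at half of the fitted maximal effect; on the % scale 0 is the no-effect control and ±100 the full control effect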
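Luminescence readout: signal drop marks cytotoxicity. Plated cells grew 12 h at 37 °C, 5% CO2, received 23 nL compound for 24 h, then got luciferase reagent, read after 12 min at RT.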
* marks the source's active call; other numbers are inactive results; i = inactive; ? = inconclusive; nt = not tested or not shown; & = joins results of further samples; [ ] = dose if it differs, or a comment. Unless noted, the call rests on the fitted dose curve; in most records, active means well fitted curve in the direction sought with a large enough effect; inconclusive means small, poorly fitted or top-dose-only effect, or another doubt; inactive means no such curve, though single readings can be large; an effect the other way counts as inactive or inconclusive. A portion of the library, so the mix of outcomes need not match the whole.

SMILES	PTHR1 agonist	FUS yeast rescue	pAkt inh	Abeta yeast res	TDP43 rescue	GLP1R inv ag	MmCpn inh	aSyn rescue	GLP1R cytotox
OC1(c2ccccc2F)CC2CCC(C1)N2CCN1CCOCC1 (stereo unspecified)	-4%[57.5 µM]	-42%	i	14%	-33%[inhibitor]	-19%	0%	9%	-2%
C=C1C(=O)O[C@H]2[C@H]1[C@H](OC(=O)CC(=O)O[C@@H]1C[C@@H](C)[C@@H]3C=CC(=O)[C@@]3(C)[C@H]3OC(=O)C(=C)[C@H]13)C[C@@H](C)[C@H]1C=CC(=O)[C@]12C	-90%[inhibitor]	?	i	-15%	-21%	?	-2%	-3%	?
COc1ccc(C(c2ccc(OC)cc2)C(Cl)(Cl)Cl)cc1	-21%	-18%	i	10%	16%	?	-5%	0%	3%
O=C(Cc1cc(=O)[nH][nH]1)N/N=C/c1cccc2ccccc12	?	41%	i	-15%	-15%	16%	3%	2%	7%
Cc1nonc1OCCNc1ccc([N+](=O)[O-])c2cccnc12	-25%	-1%	i	20%	?	-12%	2%	22%	-9%
Cc1ccc(S(=O)(=O)NC(CC(=O)N2CCC3(CC2)OCCO3)c2ccco2)cc1 (stereo unspecified)	i	-13%	i	-3%	-4%	4%	-2%	4%	-2%
COC(=O)CN1C(=O)C2(C(C(=O)OC)=C(N)Oc3ccccc32)C2=C1CC(C)(C)CC2=O (stereo unspecified)	-5%	17%	i	-17%	-27%	0%	1%	-2%	-7%
FC(F)(F)/C(=N\P(=S)(N1CCOCC1)N1CCOCC1)N1CCOCC1	i	8%	i	8%	-3%	4%	0%	2%	3%
CC(C)CCNC(=O)c1c(N)n(CC2CCCO2)c2nc3ccccc3nc12 (stereo unspecified)	-7%[57.5 µM]	?	i	13%	-27%	?	-5%	11%	nt
O=C(c1cccc(Cl)c1)C1CCCN(Cc2cccc3cnccc23)C1 (stereo unspecified)	-21%	13%	i	6%	-16%	?	4%	9%	12%
CC(C)n1c(/C=C/[C@H](O)C[C@H](O)CC(=O)O)c(-c2ccc(F)cc2)c2ccccc21	-18%	28%	i	-61%[inhibitor]	?	3.2µM*	-3%	-1%	-23%
CC12CCC(=O)C=C1CCC1C2C(O)CC2(C)C(O)CCC12 (stereo unspecified)	i	1%	i	-3%	-12%	39%[activator]	nt	4%	0%
COc1ccccc1-n1c(-c2ccccc2Cl)nc2ccccc2c1=O	i	-9%	i	4%	3%	?	0%	-4%	-19%
O=c1[nH]c(=S)[nH]c(O)c1/C=N/N1CCOCC1	i	8%	i	5%	10%	-3%	1%	6%	-45%
Cc1ccc(NC2=C(NC(=O)c3ccccc3)C(=O)c3ccccc3C2=O)cc1Cl	-11%	nt	i	6%	7%	?	-3%	13%	?
CC1CN(c2ccc([N+](=O)[O-])cc2Cl)CCN1 (stereo unspecified)	i	14%	i	-1%	4%	?	2%	-2%	-23%
COc1nc2ccccc2nc1N1CC1	-16%	-1%	i	-6%	27%	8%	nt	8%	1%
COC(=O)C1=Nc2ccccc2/C1=C\c1c(O)n(-c2ccc(OC)cc2)c(=O)[nH]c1=O	-7%[57.5 µM]	40%	i	-11%	-29%	-4%	2%	6%	-10%
N=c1c2c(n(Cc3ccc(Cl)cc3Cl)c3c1CCC3)CCCC2	-75%[inhibitor][57.5 µM]	-68%[inhibitor]	i	-15%	-20%	?	-3%	-2%	-17%
O=C(NCCCN1CC1)Nc1cccc2ccccc12	12%	nt	i	0%	-16%	0%	nt	-3%	7%
CC1([N+](=O)[O-])COP(=O)(NC2CCCC2)OC1 (stereo unspecified)	i	nt	i	-3%	23%	3%	nt	9%	-8%
CC1CC(C)(O)CC(C(O)CC2CC(=O)NC(=O)C2)C1=O (stereo unspecified)	i	nt	i	-77%[inhibitor]	?	?	nt	7%	-54%
Cc1ccc(C(O)P(=O)(Oc2ccccc2)Oc2ccccc2)cc1 (stereo unspecified)	-16%	13%	i	-5%	?	17%	-1%	12%	9%
COCc1cc(C2SCC(=O)Nc3c2c(=O)[nH]n3C(C)C)ccc1OC (stereo unspecified)	3%	?	i	3%	-3%	8%	-1%	-11%	-1%
CC(C)NC(C)C(=O)c1ccc2ccccc2c1 (stereo unspecified)	i	-30%	i	12%	-10%	34%	-1%	0%	-7%

Profiles from above. Order of values: PTHR1 agonist, FUS yeast rescue, pAkt inh, Abeta yeast res, TDP43 rescue, GLP1R inv ag, MmCpn inh, aSyn rescue, GLP1R cytotox
`COC(=O)CN1C(=O)C2(C(C(=O)OC)=C(N)Oc3ccccc32)C2=C1CC(C)(C)CC2=O` (stereo unspecified) is listed with -5%, 17%, i, -17%, -27%, 0%, 1%, -2%, -7%
`O=C(c1cccc(Cl)c1)C1CCCN(Cc2cccc3cnccc23)C1` (stereo unspecified) is listed with -21%, 13%, i, 6%, -16%, ?, 4%, 9%, 12%
`O=C(Cc1cc(=O)[nH][nH]1)N/N=C/c1cccc2ccccc12` is listed with ?, 41%, i, -15%, -15%, 16%, 3%, 2%, 7%
`CC1([N+](=O)[O-])COP(=O)(NC2CCCC2)OC1` (stereo unspecified) is listed with i, nt, i, -3%, 23%, 3%, nt, 9%, -8%

More records:
SMILES	PTHR1 agonist	FUS yeast rescue	pAkt inh	Abeta yeast res	TDP43 rescue	GLP1R inv ag	MmCpn inh	aSyn rescue	GLP1R cytotox
CCc1ccccc1NC(=O)N1C[C@H]2C[C@@H](C1)c1cccc(=O)n1C2	-7%	-13%	i	-22%	4%	4%	-1%	-3%	3%
CCC(C)N1C(=O)/C(=C\c2cc3c4c(c2)CCCN4CCC3)C(=O)NC1=S (stereo unspecified)	-16%	27%	i	-6%	-20%	3%	-1%	1%	3%
Cc1ccc2c(c1)N(C(C)C(=O)N1CCC3(CC1)OCCO3)C(=O)CO2 (stereo unspecified)	i	1%	i	1%	3%	10%	-3%	-1%	-12%
O=c1[nH]c(=O)n(C2CCCCC2)c(O)c1C1=Nc2ccccc2SC(c2ccc(Cl)cc2)C1 (stereo unspecified)	-3%	-21%	nt	4%	20%	?	nt	nt	-6%
NNC(=O)c1nc[nH]c1C(=O)Nc1ccc(Cl)cc1C(=O)c1ccccc1	28%	20%	i	-5%	-5%	26%	1%	-2%	6%
N#Cc1ccc(/C=C/C(=O)O)cc1	-11%	-26%	i	nt	15%	17%	-1%	1%	5%
COC(=O)C1=C(c2ccc(F)cc2OCc2ccccc2)C[C@@H]2CC[C@H]1N2C(=O)NCc1ccc(Br)cc1	i	?	i	8%	3.5µM*	?	1%	12%	-20%
O=C1C2CCN(CC2)C1Cc1ccccc1O (stereo unspecified)	-12%[57.5 µM]	-10%	i	1%	-6%	9%	0%	-10%	-3%
Cc1ccc(C(C)C)c(OCC(=O)N2CCN(CC(=O)N3CCOCC3)CC2)c1	-5%	1%	i	-6%	8%	3%	-1%	-1%	4%
CCOP(=O)(OCC)C(NCc1ccccc1)c1ccc(Br)cc1 (stereo unspecified)	i	12%	i	5%	7%	?	1%	6%	-4%
O=C(Nc1ccc(Oc2ccc(Cl)cc2)c(Cl)c1)c1cc(I)cc(I)c1O	-54%[inhibitor]	-4%	i	-73%[inhibitor]	?	12%	?	-7%	5%
O=C(Cn1ncc2ccccc21)N1CCC2(CC1)OCCO2	-10%[57.5 µM]	-13%	i	1%	-7%	4%	0%	-7%	-10%
Cc1ccccc1NC(=S)N1CCN(c2ccccc2C)CC1	-25%	-10%	i	?	5%	-22%	2%	-7%	?
CCC(=O)N1CCN(c2cc3c(cc2F)c(=O)c(C(=O)O)cn3CC)CC1	i	0%	i	4%	-19%	17%	nt	-6%	4%
C=CCn1c(O)c(C=NCCCn2ccnc2)c(=O)[nH]c1=O	-9%	17%	i	-9%	-15%	1%	0%	-1%	0%
Cc1ccc(-c2csc(-c3c[nH]c4ccccc34)n2)c(C)c1	-20%	8%	i	4%	-3%	10µM*	-6%	-11%	?
O=P(O)(O)CN1CCNCCN(CP(=O)(O)O)CCNCC1	-39%	nt	i	4%	25%	?	nt	-4%	-28%
CC(C)CC1(CCc2ccccc2)C(=O)NC(=O)NC1=O	i	3%	i	7%	0%	-16%	nt	6%	-4%
O=C(COc1ccc(Br)cc1)N1CCN(C2CCCC2)CC1	-1%	-24%	i	11%	4%	-24%	0%	-10%	14%
NCCc1ccc(S(=O)(=O)F)cc1	-19%	-18%	i	-5%	22%	-5%	0%	1%&-4%	-1%
C[C@]12CCC3C(CCC4=C/C(=N/OCC(=O)NC(CCC(N)=O)C(=O)O)CC[C@@]43C)C1CCC2O (stereo partly specified)	-13%	-24%	i	6%	-3%	12%	0%	8%	2%
C=C1C(=O)O[C@H]2C[C@@H](C)[C@@H]3C=CC(=O)[C@@]3(C)C[C@H]12	-83%[inhibitor]	-29%	i	-36%[inhibitor]	-20%	?	-8%	11%	?
CC1CCCC(C2(O)C(=O)Nc3ccccc32)C1=O (stereo unspecified)	?	-85%[inhibitor]	i	13%	-35%[inhibitor]	12%	0%	-1%	-6%
